ERp5 block: ERp5 (human) disulfide isomerase inhibition; ERp5 insulin aggregation, absorbance 650 nm, 90 min; inhibition, % at 9.99 µM; 0.05% of 350,000 active;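 active = mean replicate inhibition above about 25%, with every replicate also reaching it, limit read from the data, passing the limit was not always enough; inconclusive = only one of those two criteria met; inactive = neither criterion met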
Target sequence (Q15084 whole entry, looked up): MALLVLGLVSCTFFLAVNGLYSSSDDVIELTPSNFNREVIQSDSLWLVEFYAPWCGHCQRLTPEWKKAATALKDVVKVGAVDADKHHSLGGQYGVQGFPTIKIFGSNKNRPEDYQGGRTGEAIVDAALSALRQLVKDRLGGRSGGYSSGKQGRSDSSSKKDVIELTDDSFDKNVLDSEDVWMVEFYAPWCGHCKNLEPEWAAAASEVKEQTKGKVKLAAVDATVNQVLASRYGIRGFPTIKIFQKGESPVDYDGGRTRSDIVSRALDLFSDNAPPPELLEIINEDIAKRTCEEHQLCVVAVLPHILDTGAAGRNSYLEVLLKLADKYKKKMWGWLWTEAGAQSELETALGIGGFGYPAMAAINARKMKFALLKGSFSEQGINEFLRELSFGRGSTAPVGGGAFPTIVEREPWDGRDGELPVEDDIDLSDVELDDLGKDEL
miR122 inh: blocks miR-122 activity in Huh7 sensor cells; Huh7 miR-122 Renilla luciferase sensor, 48 h; neutral wells = 0, positive control = 100; activation (reporter increase), % at 12.5 µM; AID 602342; 0.3% of 340,000 active;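 active = mean replicate activation score at least 90 and every replicate individually at or above 90; inconclusive = only one of the two criteria met; inactive = neither criterion met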;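 note: higher luciferase means less miR-122 activity so hits act as miR-122 inhibitors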
CASP6 VEID inh: caspase-6 (human) enzyme inhibition | AID 686996 | P55212 | 0.53% of 350,000 active | inhibition, % at 12.5 µM | purified caspase-6, Z-VEID-R110 cleavage fluorescence;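 active = mean inhibition across replicates at least about 35%, with every replicate also reaching that limit, limit read from the data; inconclusive = only one of the two criteria met; inactive = neither criterion met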;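 note: 0% = median of neutral control wells and 100% = no fluorescence left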
Target sequence (P55212 24-179 limits assumed): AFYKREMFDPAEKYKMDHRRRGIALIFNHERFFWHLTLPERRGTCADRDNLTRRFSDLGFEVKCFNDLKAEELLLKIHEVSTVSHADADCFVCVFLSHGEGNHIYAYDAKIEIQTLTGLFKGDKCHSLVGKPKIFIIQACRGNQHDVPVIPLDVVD
Target sequence (P55212 194-293 limits assumed): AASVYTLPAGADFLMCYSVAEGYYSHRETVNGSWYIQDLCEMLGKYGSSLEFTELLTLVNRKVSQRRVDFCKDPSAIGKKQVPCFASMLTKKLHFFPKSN
ERAP1 inh: blocks human ERAP1 aminopeptidase activity; AID 652197; inhibition, % at 10.7 µM; 0.15% of 340,000 active; recombinant ERAP1, Leu-AMC fluorescence, 60 min;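 active = mean replicate inhibition of at least 30%, or all replicates individually reaching that 30% level; inactive = mean below 30% and not every replicate reaching it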;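 note: 0% = neutral control wells and 100% = L-leucinethiol positive control wells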
SIRT5 block: inhibitors of human sirtuin-5 desuccinylase; inhibition, % at 15 µM; 1.1% of 330,000 active; Purified SirT5, succinyl-peptide AMC, trypsin-coupled fluorescence; in the data active = inhibition above about 15%; inconclusive = no clear call, values can overlap the other calls
Target sequence (Q9NXA8 whole entry, looked up): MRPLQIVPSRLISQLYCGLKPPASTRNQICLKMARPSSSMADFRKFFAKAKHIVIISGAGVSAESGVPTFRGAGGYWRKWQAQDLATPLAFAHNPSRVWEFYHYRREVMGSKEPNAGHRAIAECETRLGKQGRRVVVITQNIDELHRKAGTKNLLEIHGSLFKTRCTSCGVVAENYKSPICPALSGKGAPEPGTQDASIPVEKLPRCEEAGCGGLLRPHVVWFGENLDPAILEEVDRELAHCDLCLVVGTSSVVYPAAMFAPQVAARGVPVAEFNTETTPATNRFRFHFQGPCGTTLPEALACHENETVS
F508del corr: CFTR F508del correction in bronchial cells; activity (quench increase), % at 7.58 µM; 0.36% of 350,000 active; CFBE cells, YFP halide quenching; stimulated with forskolin plus potentiator P3; % fluorescence drop versus neutral controls; AID 720511;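 active = mean added fluorescence quench of at least 8% versus neutral control, with both replicates also reaching 8%; inconclusive = only one of the mean or replicate conditions met; inactive = mean below 8% and not both replicates reaching 8%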;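 note: cells transiently co-express mutant CFTR-F508del with the halide-sensitive YFP; corrector assay measuring rescue of mutant channel to the surface after 24 h compound exposure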
DENV2 CPE: protects cells from dengue virus 2 cytopathic effect; DENV2-infected cells, cytopathic effect rescue, plate reader; CPE inhibition, % at 9.99 µM; 1.7% of 350,000 active; in the data active = CPE inhibition above about 20%, passing the limit was not always enough; inconclusive = no clear call, values can overlap the other calls; tested in BHK-21 cells;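 note: 0% = median of neutral control wells and 100% = median of positive control wells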
Numbers without * were called inactive; ? = inconclusive; nt = no result given; & = joins results of further samples; ! = not confirmed by another sample; [ ] = remark or other dose.

entry | compound | SIRT5 block | miR122 inh | ERp5 block | DENV2 CPE | ERAP1 inh | CASP6 VEID inh | F508del corr
1 | Cc1noc(C)c1NC(=O)Nc1ccc2c(c1)C(=O)N([C@H](C)CO)C[C@H](C)[C@@H](CN(C)C(=O)Nc1ccc3c(c1)OCO3)O2 | 0 | 2 | 3&-1 | -8&18 | 2&0 | 0&3 | 2.1&-1.5
2 | O=C(NCCCN1CCCC1=O)c1ccc(Cl)c(S(=O)(=O)N2CCCCC2)c1 | -1 | nt | 1 | 2 | 1 | -2 | -0.6
3 | CN(C)CCN(C(=O)c1cccc2ccccc12)c1nc2cc3c(cc2s1)OCO3 | -1 | 1 | 2 | -5 | -8 | -15 | -2.9
4 | CCc1ccc(C2C(C#N)=C(N)N(N(C)C)C3=C2C(=O)CCC3)cc1 (stereo not given) | -3 | 12 | 1 | -3 | -2 | 1 | -0.3
5 | Cc1ccc(CC(=O)N(C)CC(=O)Nc2ccc(N3CCOCC3)cc2)cc1C | -1 | -1 | 0 | 5 | 0 | 0 | 1.1
6 | CN1C(=O)c2cc(NC(=O)NC3CCCC3)ccc2OC[C@H]2O[C@@H](CC(=O)O)CC[C@@H]21 | -5 | 0[16.7 µM] | -5 | -5 | -1 | -2 | 0.5
7 | FC(F)(F)c1ccc(C2NCCc3sccc32)cc1 (stereo not given) | -4 | nt | -2 | nt | 1 | -1 | 1.4
8 | CCCCn1c(N)c(N(CC(C)C)C(=O)CSCC(=O)Nc2ccc(OC)cc2)c(=O)[nH]c1=O | -3 | nt | -5 | 6 | 0 | 4 | -2.7
9 | CCC(Cc1ccccc1)NC(=O)CCc1ccccc1 (stereo not given) | -3 | -4 | -3 | 3 | 1 | 1 | -0.8
10 | CCN1[C@@H]2c3ccc(C4=CCCC4)c(=O)n3C[C@H]1[C@H](CO)[C@H]2C(=O)NCc1ccccn1 | 3 | -2[16.7 µM] | -4 | -2 | 2 | -2 | -3.0
11 | O=[N+]([O-])c1ccc(CS(=O)(=O)c2ncn[nH]2)cc1 | -3 | -8 | -6 | -5 | -1 | -2 | -1.0
12 | C[C@H]1CN([C@@H](C)CO)C(=O)c2cc(NS(=O)(=O)c3cccs3)ccc2O[C@@H]1CN(C)C | 1 | 1[16.7 µM] | 7 | -3 | 0 | 1 | -2.0
13 | CC(C)CC#Cc1cnc2c(c1)C(=O)N([C@H](C)CO)C[C@H](C)[C@@H](CN(C)C(=O)CCN1CCCCC1)O2 | -1 | -3[16.7 µM] | 0 | 4 | 0 | -2 | 3.1
14 | C[C@@H]1CN([C@H](C)CO)C(=O)c2cc(C#C[C@@H](C)O)cnc2O[C@H]1CN(C)C(=O)c1ccc(F)cc1 | -5 | -1 | -6 | 43*! | 2 | 0 | 4.0&-1.4
15 | COc1ccccc1NC(=O)N1C[C@@H]2[C@H](c3ccccc31)[C@@H](CO)N2CC1CCCC1 | 0 | -5[16.7 µM] | -3 | -8 | -1 | 0 | -0.2
16 | O=C(CSc1nnnn1-c1ccccc1F)Nc1nc2ccccc2s1 | -4 | -1 | -7 | -3 | 8 | 3 | -1.6
17 | CCOc1ccc(N2C(=O)/C(=C/c3ccc(C)o3)N(C)C2=S)cc1 | nt | -23 | -2 | -4 | 10 | 0 | nt
18 | C[C@H](NC(=O)C[C@H]1C=C[C@@H](NC(=O)c2cccnc2)[C@H](CO)O1)c1ccccc1 | 0 | nt | -5 | ? | 6 | 0 | -1.1
19 | CCOC(=O)C1CCN(C(=O)CCC2CCCC2)CC1 | 0 | -5 | -4 | 8 | 0 | -1 | -3.7
20 | CC1=C(C(=O)N(C)Cc2ccccc2)C2(CCC(C)CC2)OC1=O (stereo not given) | -5 | nt | -7 | -2 | 5 | 3 | -1.4
21 | CO[C@H](CN(C)S(=O)(=O)c1ccc(F)cc1)[C@H](C)CN(Cc1ccccc1Cl)[C@H](C)CO | 3 | nt | -1 | -2 | 0 | 2 | -0.3
22 | O=C(NC1CCCN(Cc2ccccc2F)C1)c1cccc(N2CCCC2=O)c1 (stereo not given) | -19 | 10 | 0 | 1 | 0 | -4 | -1.1
23 | C[C@@H]1CN([C@H](C)CO)C(=O)c2cc(NS(=O)(=O)c3cn(C)cn3)ccc2O[C@@H]1CN(C)C(=O)Nc1cccc2ccccc12 | -2 | 1[16.7 µM] | -3 | -4 | 1 | 2 | -1.2
24 | CC(C)C#Cc1ccc2c(c1)O[C@H](CN(C)C(=O)c1cccnc1)[C@H](C)CN([C@H](C)CO)S2(=O)=O | -2 | -25[16.7 µM] | -1 | 5 | -3 | 1 | 0.1
25 | Cc1noc(C)c1S(=O)(=O)Nc1ccc2c(c1)CC(=O)N([C@H](C)CO)C[C@H](C)[C@@H](CN(C)S(=O)(=O)c1ccc(F)cc1)O2 | 4 | 1[16.7 µM] | 2 | 3 | 1 | nt | 2.9

Down the list, quoted from above:
CASP6 VEID inh, compounds 12 to 21 → 1, -2, 0, 0, 3, 0, 0, -1, 3, 2
F508del corr, compounds 12 to 21 → -2.0, 3.1, 4.0&-1.4, -0.2, -1.6, nt, -1.1, -3.7, -1.4, -0.3

Additional entries.
entry | compound | SIRT5 block | miR122 inh | ERp5 block | DENV2 CPE | ERAP1 inh | CASP6 VEID inh | F508del corr
26 | O=c1[nH]cnc2c1N=C(c1cccc([N+](=O)[O-])c1)CC(c1ccccc1)N2 (stereo not given) | 0 | nt | 3 | -5 | -2 | 0 | 2.6
27 | COCC(=O)N1CC2(C1)[C@H](c1ccc(-c3ccccc3)cc1)[C@H](CO)N2C(=O)COC | -2 | nt | -1 | -5 | 0 | -1 | 0.1
28 | COc1ccccc1-c1cn(CC[C@H]2CC[C@H](NC(=O)C3CCCCC3)[C@@H](CO)O2)nn1 | 2 | nt | 1 | 2 | -4 | 1 | -3.0
29 | COc1cc2ccc(=O)oc2c(CC=C(C)C)c1OC | nt | 2 | 6 | 15 | 13 | 0 | -4.2
30 | CCOc1ccc(N/C(N)=N/c2nc(CSc3nnc(C)s3)cc(=O)[nH]2)cc1 | 7 | nt | 0 | 0 | 6 | 5 | ?
31 | Cc1cc(S(=O)(=O)N2CCCCC2CCNC(=O)C(=O)NCC2CCCO2)ccc1F (stereo not given) | -4 | -11 | 2 | -3 | -8 | -4 | -3.2
32 | CCOC(=O)C1=CCN(S(=O)(=O)c2cccc(Cl)c2)C1c1ccc(F)cc1 (stereo not given) | -4 | 1 | -12 | -2 | 10 | 0 | 1.7
33 | Cc1cccnc1NC(=O)CSc1ncnc2sc(C)c(C)c12 | -1 | -3 | 1 | ? | -2 | 0 | -2.5
34 | O=C(Nc1ccc(Cl)cc1)N[C@@H]1CC[C@H](CCn2cc(-c3ccccc3F)nn2)O[C@@H]1CO | -2 | nt | -1 | -2 | -1 | 2 | -0.2
35 | CCC(C(=O)OC)(C(=O)OC)c1ccc([N+](=O)[O-])cc1 | -2 | 3 | 2 | nt | -2 | -1 | 0.2
36 | Cc1nc(C(F)(F)F)ccc1C(=O)N1CCC1(C)C(=O)NS(=O)(=O)c1ccc2ccccc2c1 (stereo not given) | nt | -1 | 4 | 5 | -6 | -3 | -1.9
37 | CCOc1ccc(OCc2ccc(C(=O)NN=Cc3ccc[nH]3)cc2)cc1 | 0 | -29 | -3 | -5 | 0 | -4 | 3.5
38 | COc1cc2[nH]c(=S)nc(NC3CCCCCC3)c2cc1OC | 0 | nt | -6 | -4 | -1 | -5 | nt
39 | CCN(CC)C(=O)C(=O)Nc1ccc(Oc2ccccc2)cc1 | 0 | 7 | 1 | -2 | 2 | 10 | 0.8
40 | O=C(N[C@H]1C=C[C@H](CC(=O)N2CCOCC2)O[C@@H]1CO)c1cccc(F)c1 | -3 | -11[16.7 µM] | 2 | 15 | -3 | 0 | -2.4
41 | COc1ccc(NC(=O)Nc2ccc3c(c2)C(=O)N([C@H](C)CO)C[C@@H](C)[C@@H](CN(C)Cc2ccccc2)OCCCC[C@@H](C)O3)cc1 | 5 | -3[16.7 µM] | 1 | 0 | -2 | 1 | 2.4
42 | O=C1NC(=Nc2ccccc2)SC1(CO)CO | -3 | -1 | 5 | -5 | 0 | 1 | -2.1
43 | C[C@@H]1CCCCO[C@H](CN(C)S(=O)(=O)c2cccs2)[C@@H](C)CN([C@H](C)CO)C(=O)c2cc(NC(=O)C3CCCCC3)ccc2O1 | 3&2 | -1 | 10&-4 | 3&-6 | -3&1 | -1&-1 | -1.9&2.1
44 | CC(C)Oc1cc(F)ccc1-c1cc(C(=O)Nc2ccccc2)[nH]n1 | -2 | -5 | 1 | -7 | 3 | -3 | 1.8
45 | CC(=O)N(C1=C(N2CCOCC2)C(=O)c2ccccc2C1=O)c1ccc(C(=O)O)cc1 | 0 | 14 | -5 | 1 | 1 | 70* | -0.4
46 | CCCNC(=O)N1[C@H](C#N)[C@@H](c2ccc(-c3cccnc3)cc2)[C@@H]1CO | 1 | nt | -1 | 12 | 3 | 0 | 0.3
47 | COc1ccc(-c2ccccc2[C@H]2[C@@H](C#N)N(C(=O)C3CCCCC3)[C@H]2CO)cc1 | 5 | nt | -6 | 0 | 0 | -5 | 0.7
48 | CN(Cc1ccccc1)C(=O)c1ncn2c1c(=O)[nH]c1cccnc12 | -8 | -6 | 1 | -5 | 6 | 4 | 2.9
49 | CC(=O)c1cccc(OCc2cc(C(=O)N3C[C@H]4CC[C@H]3C4)no2)c1 | -2 | -10 | 0 | -7 | 0 | 0 | 2.3
50 | CC(=O)Nc1ccc(S(=O)(=O)NCCC(=O)NCc2ccncc2)cc1 | -4 | -11 | -4 | 8 | 3 | -1 | 0.1

Entries shown so far that contain a COOH group, in the order listed:
entry | compound | SIRT5 block | miR122 inh | ERp5 block | DENV2 CPE | ERAP1 inh | CASP6 VEID inh | F508del corr
6 | CN1C(=O)c2cc(NC(=O)NC3CCCC3)ccc2OC[C@H]2O[C@@H](CC(=O)O)CC[C@@H]21 | -5 | 0[16.7 µM] | -5 | -5 | -1 | -2 | 0.5
45 | CC(=O)N(C1=C(N2CCOCC2)C(=O)c2ccccc2C1=O)c1ccc(C(=O)O)cc1 | 0 | 14 | -5 | 1 | 1 | 70* | -0.4

Rewritten with two lines to a compound: part of the list above
Under each structure – SIRT5 block, miR122 inh, ERp5 block, DENV2 CPE, ERAP1 inh, CASP6 VEID inh, F508del corr
#35 CCC(C(=O)OC)(C(=O)OC)c1ccc([N+](=O)[O-])cc1
    -2, 3, 2, nt, -2, -1, 0.2
#50 CC(=O)Nc1ccc(S(=O)(=O)NCCC(=O)NCc2ccncc2)cc1
    -4, -11, -4, 8, 3, -1, 0.1

Additional compounds.
entry | compound | SIRT5 block | miR122 inh | ERp5 block | DENV2 CPE | ERAP1 inh | CASP6 VEID inh | F508del corr
51 | CC1(C)CC(=O)N(c2cccc(C(F)(F)F)c2)C(=O)C1 | 0 | 2 | 4 | 8 | 0 | -2 | -0.8
52 | NC(=O)C1(Nc2ccc(-c3ccccc3)cc2)CCCC1 | 0 | nt | 0 | -8 | -1 | 4 | -6.1
53 | CN1C(=O)c2cc(NC(=O)c3cccc(F)c3)ccc2OC[C@@H]2O[C@@H](CC(=O)NCC3CCCCC3)CC[C@@H]21 | 2 | nt | 1 | 5 | 0 | 22 | nt
54 | O=C(Cc1cccnc1)N1[C@@H](CO)[C@H](c2ccccc2)[C@@H]1CNCC1CCC1 | 2 | 8[16.7 µM] | 0 | 6 | 1 | -2 | 0.0
55 | CC(C)NC(=O)Nc1ccc2c(c1)CC(=O)N([C@H](C)CO)C[C@@H](C)[C@H](CN(C)S(=O)(=O)c1cccs1)O2 | 3 | -12[16.7 µM] | 5 | 7 | 2 | 0 | -1.0
56 | O=S(=O)(Cc1ccccc1)Nc1ccc(Br)cn1 | 3 | 9 | 8 | -3 | 2 | -3 | -0.5
57 | CC(=O)Nc1c2c(nn1-c1ccc(Cl)cc1)CSC2 | 0 | -1 | 1 | 7 | 0 | -1 | 1.5
58 | CCc1ccc(-c2nc(SCC(=O)N(CCOC)c3c(N)n(Cc4ccccc4)c(=O)[nH]c3=O)n[nH]2)cc1 | 8 | nt | -6 | -6 | -6 | -2 | -0.9
59 | Cc1nc(C(=O)NC2CCOCC2)sc1C1(C)CC(c2ccccc2)=NO1 (stereo not given) | nt | -2 | -4 | -14 | -3 | -1 | 2.5
